# Integrin act MD: qHTS for Activators of Integrin-Mediated Alleviation for Muscular Dystrophy | 350,000 tested, 0.064% active | alpha7betagal myoblasts, beta-gal FDG fluorescence, 48 h | AID 624291, 2012 | Potency, µM (doses to about 38.3 µM), for inactives: at the top dose activation, usual class: activators; active = well fitted activation curve with a large enough effect;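 also: 100% = response of the positive control SU9516; nearly all actives have a fitted effect of over 60% in size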
#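 alpha7betagal+/- myoblasts (passage 13, 250/well) treated 48 h at 37C with compounds at 1:260 dilution of DMSO stock. Lysed, then beta-galactosidase activity read as FDG fluorescence (ex 480/em 540) after 30 min, with pre-read for autofluorescence.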
# Active calls of the source: *; [ ] = another dose, or the depositor's remark. Potency is read from the fitted curve at half-maximal effect. Some of the compounds tested. The share of hits here may be higher or lower than overall.
SMILES	Integrin act MD
C[C@@H]1CN([C@@H](C)CO)S(=O)(=O)c2ccc(Br)cc2O[C@H]1CN(C)C(=O)Nc1ccc(C(F)(F)F)cc1	-22.7%
CCCCCC(=O)N1C[C@H](n2cc(-c3ccc(F)cc3)nn2)[C@@H](O)C[C@@H]1c1ccc(OC)cc1	-15.1%
O=C(NCc1ccccc1)c1ccc(CS(=O)Cc2cccc(Cl)c2)o1 (centres undefined)	-9.8%
Cc1ccc(S(=O)(=O)N2CCCOC2CNC(=O)C(=O)NCCc2ccco2)cc1 (centres undefined)	4.8%
CCOC(=O)C1=C(Nc2ccccc2)CSC1	0.5%
CN(C)C(=O)N1CCc2ccc([N+](=O)[O-])cc21	-0.6%
C[C@@H]1CN([C@H](C)CO)C(=O)CCCn2cc(nn2)CO[C@H]1CN(C)S(=O)(=O)c1ccc2c(c1)OCCCO2	15.8%
O=C(CN(CCO)Cc1ccccc1)N1CCN(S(=O)(=O)c2ccccc2)CC1	-12.0%

# Ordered by value in Integrin act MD (falling): 6 of the compounds above.
SMILES	Integrin act MD
CCOC(=O)C1=C(Nc2ccccc2)CSC1	0.5%
CN(C)C(=O)N1CCc2ccc([N+](=O)[O-])cc21	-0.6%
O=C(NCc1ccccc1)c1ccc(CS(=O)Cc2cccc(Cl)c2)o1 (centres undefined)	-9.8%
O=C(CN(CCO)Cc1ccccc1)N1CCN(S(=O)(=O)c2ccccc2)CC1	-12.0%
CCCCCC(=O)N1C[C@H](n2cc(-c3ccc(F)cc3)nn2)[C@@H](O)C[C@@H]1c1ccc(OC)cc1	-15.1%
C[C@@H]1CN([C@@H](C)CO)S(=O)(=O)c2ccc(Br)cc2O[C@H]1CN(C)C(=O)Nc1ccc(C(F)(F)F)cc1	-22.7%

# Given as labelled records: two of the compounds above
C[C@@H]1CN([C@H](C)CO)C(=O)CCCn2cc(nn2)CO[C@H]1CN(C)S(=O)(=O)c1ccc2c(c1)OCCCO2
  Integrin act MD: 15.8%

O=C(CN(CCO)Cc1ccccc1)N1CCN(S(=O)(=O)c2ccccc2)CC1
  Integrin act MD: -12.0%

# (next part)
SMILES	Integrin act MD
COCCn1c(SCC(=O)Nc2ccc(F)cc2F)nc2c(c1=O)SCC2	17.8%
COc1ccc(NC(=O)C[C@H]2C(=O)N(CCc3ccccc3)C[C@@H]2C)cc1	25.4%
Cc1ccc(NS(=O)(=O)c2ccc(-n3cccn3)cc2)cc1Cl	-13.4%
O=C(COC(=O)Cc1ccc(Cl)cc1Cl)NCc1ccccc1	21.2%
CC1C(=O)N(Cc2cn(CC3CCCCC3)nn2)CCS(=O)(=O)N1Cc1ccc(-c2ccccc2)cc1 (centres undefined)	-20.4%
C[C@@H]1CN([C@H](C)CO)C(=O)CCCn2nncc2CO[C@H]1CN(C)S(C)(=O)=O	-15.4%
ON=Cc1ccnc2ccccc12	22.8%
O=C(CCCn1c(=S)[nH]c2ccsc2c1=O)Nc1ccc(F)cc1	26.8%
C[C@H](CO)N1C[C@H](C)[C@@H](CN(C)C(=O)Nc2ccccc2)Oc2cc(Br)ccc2S1(=O)=O	15.5%
Cc1ccc(Nc2cc(=O)n(C)c(=O)[nH]2)cc1C	-3.3%
CC(=O)c1ccccc1C(=O)N1CCCC(CNC(=O)c2ccc(F)cc2)C1 (centres undefined)	-2.4%
C[C@H](CO)N1C[C@H](C)[C@@H](CN(C)C(=O)Nc2ccccc2)Oc2ncc(-c3ccc(C#N)cc3)cc2C1=O	-11.4%
CC1C(c2ccccc2)OCCN1C(=S)NC(=O)c1ccccc1 (centres undefined)	10.0%
O=C(O)C(=Cc1ccnc2ccccc12)C(=O)O	-26.3%
Cc1noc(C)c1NC(=O)N(C)C[C@@H]1Oc2ncc(Br)cc2C(=O)N([C@@H](C)CO)C[C@H]1C	3.8%
Cc1ccc(CN2CCNC(=O)C2CC(=O)NCCCn2nnc3ccccc32)cc1 (centres undefined)	19.9%
Cc1cccc(C(=O)OCC(=O)NCc2ccc(Cl)cc2)c1	4.3%
CCN(CC)C(=O)C1=C(C)N(CCCN2CCCC2=O)C(=O)C(CC(=O)NCC2CCCCC2)C1 (centres undefined)	16.4%
C[C@@H]1CN([C@@H](C)CO)C(=O)CCCn2nncc2CO[C@@H]1CN(C)S(=O)(=O)c1ccccc1C#N	-6.3%
C[C@H]1CN([C@@H](C)CO)C(=O)CCCn2nncc2CO[C@H]1CN(C)S(=O)(=O)c1ccc(F)cc1	-15.5%
CCN(CC(=O)Nc1cccc(F)c1)CC(=O)Nc1ccc2c(c1)OCCO2	12.4%
COc1ccccc1C(=O)NCC(=O)N(C)Cc1nc2ccccc2c(=O)[nH]1	-3.9%
CC[C@@H](NCCCn1ccc(NC(=O)OCc2ccccc2)nc1=O)c1ccccc1	-13.9%
Cc1ccc(NC2CCCN(C(=O)c3nonc3C)C2)cc1C (centres undefined)	2.3%
Cc1noc(C)c1S(=O)(=O)N(C)C[C@H]1OCc2cnnn2CCCC(=O)N([C@@H](C)CO)C[C@H]1C	0.9%
CC1=C(C(=O)N2CCOCC2)CC(CC(=O)NCCc2ccccn2)C(=O)N1Cc1ccc(C(C)(C)C)cc1 (centres undefined)	-5.6%
CC1(C)CC(=O)C2=C(C1)OC1=C(C(=O)CC(C)(C)C1)C2c1cccc([N+](=O)[O-])c1	-27.2%
c1ccc(NN(Cc2ccncc2)c2ccccc2)cc1	2.8%
O=C(CCNC(=O)N1CC(=O)Nc2ccccc21)NCc1ccccc1Cl	-13.1%
CCc1ccc([C@@H]2C[C@H]3[C@@H](CN2S(=O)(=O)c2ccc(C)cc2)C(=O)C[C@@H](c2ccc(C)cc2)N3S(=O)(=O)c2ccc(C)cc2)cc1	-3.0%
COc1cccc(C=Cc2nccc3ccccc23)c1OC	-32.1%
COc1cc(OC)cc(C(=O)NNC(=O)C2CCC2)c1	13.4%
O=C(C1CCCCC1)N1C[C@H](n2cc(C3CC3)nn2)[C@@H](O)C[C@@H]1c1ccc(Cl)cc1	9.7%
Nc1ccn([C@@H]2O[C@H](CNCc3ccc(OCC(=O)Nc4nccs4)cc3)[C@@H](O)[C@H]2O)c(=O)n1	-0.7%
COc1ccccc1OCC(=O)NCC1CCCN(C(=O)c2cccc(C)c2)C1 (centres undefined)	-11.1%
COc1ccc(-c2ccccc2C2=CC(=O)CC(C)(C)C2=O)cc1	-10.3%
O=c1c2ccccc2on1-c1ccccc1	-6.5%
Nc1ccn([C@@H]2O[C@H](CNC(=O)[C@@H](N)CSCc3ccccc3)[C@@H](O)[C@H]2O)c(=O)n1	2.3%
CCCCN1C(=O)C(CC(=O)NCc2cccs2)CC(C(=O)N(C(C)C)C(C)C)=C1C (centres undefined)	0.7%
CCc1ccc(N(CC(=O)N2CCCC2)S(C)(=O)=O)cc1	1.8%
CCN(CC)C(=O)Cn1cc(S(=O)(=O)CC(=O)Nc2cccc(NC(C)=O)c2)c2ccccc21	-1.6%
CN1/C(=C/C=C/c2n(C)c3cc([N+](=O)[O-])c([N+](=O)[O-])cc3[n+]2C)C(C)(C)c2ccccc21	-22.4%
S=C1Nc2ccccc2CS1	13.0%
CCCCCC(=O)N1C[C@@H](O)[C@H](n2cc(C3CC3)nn2)C[C@@H]1c1ccc(OC)cc1	2.1%
OCCN1CCN(CCCN2c3ccccc3CCc3ccccc32)CC1	-28.3%
CC(C)CC1C(=O)N(Cc2cn(CCC3OCCCO3)nn2)CCS(=O)(=O)N1Cc1ccc(-c2ccc(Cl)c(Cl)c2)cc1 (centres undefined)	-48.3%
CC1C(=O)N(Cc2cn(CCC3OCCO3)nn2)CCS(=O)(=O)N1Cc1ccc(-c2ccc(F)nc2)cc1 (centres undefined)	-5.6%
S=C(Nc1ccccc1)Nc1ccccn1	23.2%
C[C@@H]1CN([C@@H](C)CO)C(=O)CCCn2nncc2CO[C@H]1CN(C)S(=O)(=O)c1ccc2ccccc2c1	9.4%
C[C@@H]1CN([C@H](C)CO)C(=O)c2c(c3ccccc3n2C)-c2ccccc2CO[C@H]1CN(C)C(=O)CCC(F)(F)F	-36.0%
O=[N+]([O-])c1ccc2c([N+](=O)[O-])ccc3c2c1CC3	-1.3%
C[C@@H]1CN([C@@H](C)CO)C(=O)CCCn2nncc2CO[C@H]1CN(C)S(=O)(=O)c1ccc2c(c1)OCCCO2	17.0%
O=c1[nH]c2cc(Cl)cc([N+](=O)[O-])c2c2ccc(Cl)cc12	-1.6%
Cc1cn([C@H]2C[C@H](O)[C@@H](CNCc3ccccc3)O2)c(=O)[nH]c1=O	5.3%
Cc1ccc2cccc([N+](=O)[O-])c2n1	-6.8%
CC(C)n1c(=O)nc(-c2ccccc2)c2cc3c(cc21)OCO3	-5.5%

# Going on with the list.
SMILES	Integrin act MD
CCC(C(=O)N1CCN(Cc2ccc3c(c2)OCO3)CC1)n1nnc2ccccc2c1=O (centres undefined)	-9.3%
COc1ccc([C@H]2C[C@@H](n3cc(C4CC4)nn3)[C@H](O)CN2C(=O)C2CCCCC2)cc1	-14.3%
CCCCCCN1C[C@@H](n2cc(C3CC3)nn2)[C@H](O)C[C@@H]1c1ccc(Cl)cc1	22.8%
CC1CN(C(=O)COC(=O)/C=C/c2ccccc2)CC(C)O1 (centres undefined)	0.8%
O=[N+]([O-])c1ccc(C=NN2CCNC2=S)o1	-32.9%
CCCCCC(=O)N1C[C@@H](n2cc(COC(=O)c3ccccc3)nn2)[C@H](O)C[C@@H]1c1ccc(Cl)cc1	18.2%
O=CN1CCN(C(=O)Cc2ccc(Cl)cc2)CC1	3.7%
C[C@H](NC(=O)c1ncn2c1C(=O)NC[C@H]2C)C(=O)OC(C)(C)C	-11.0%
COc1ccc(CN2C(=O)C(CC(=O)NCCCCc3ccccc3)CC(C(=O)N(C)C)=C2C)cc1 (centres undefined)	-6.6%
O=[N+]([O-])c1ccc(S(=O)(=O)N2CCN(c3ccccn3)CC2)cc1	-6.8%
Cc1ccc(S(=O)(=O)N2C[C@H]3n4c(=O)ccc(=O)n4C[C@H](OC(=O)NCc4ccco4)[C@@]3(O)C2)cc1	-16.9%
C[C@H](O)C#Cc1ccc2c(c1)O[C@@H](CN(C)Cc1ccc(-c3ccccc3)cc1)[C@H](C)CN([C@@H](C)CO)S2(=O)=O	-59.3%[inhibitor]
CC1(C)CC(=O)C=C(c2cccc(OC(=O)c3ccc(Br)cc3)c2)C1=O	-14.6%
COc1cccc(/C=C2\SC(=S)N(CCCC(=O)N3CCOCC3)C2=O)c1	-10.5%
Cc1cc(S(=O)(=O)Nc2ccc(C(=O)NCCN3CCOCC3)cc2)ccc1F	13.4%
C[C@H](CO)N1C[C@H](C)[C@@H](CN(C)S(=O)(=O)c2ccc3c(c2)OCCCO3)OCc2cn(nn2)CCCC1=O	5.4%
Cc1ccccc1OCCC(=O)OCC(=O)Nc1ccc(C)c(S(=O)(=O)N2CCCCC2)c1	-16.2%
Cc1ccc(CNS(=O)(=O)c2ccc(Cl)s2)cc1	25.1%
O=C(O)c1ccc(COc2ccc([N+](=O)[O-])cc2Cl)cc1	-4.7%
COc1ncnc2c1ncn2CCCNCC(C)c1ccccc1 (centres undefined)	-9.1%
Cc1nc2n[nH]c(N)c2nc1C	0.3%
COc1ccc(CCC(=O)OCC(=O)NC2CCCC2)cc1OC	12.5%
O=C1[C@H]2[C@@H](c3ccccc3)N[C@]3(CCCN(Cc4ccc(C(F)(F)F)cc4)C3=O)[C@H]2C(=O)N1Cc1ccccc1	0.0%
CC(C)(C)C(=O)NCc1ccc(C(=O)CSc2nnc3n2CCCCC3)s1	1.1%
CN(C(=O)COc1ncnc2ccc(Br)cc12)C1CCCCC1	19.4%
C[C@@H]1CCCCO[C@@H](CN(C)Cc2ccccc2)[C@@H](C)CN([C@H](C)CO)C(=O)c2cc(N(C)C)ccc2O1	1.5%
CC1(c2ccc(Cl)cc2)NC(=O)N(CC(=O)Nc2ccc3c(c2)OCO3)C1=O (centres undefined)	-5.8%
O=C(CCl)NC1(C(=O)O)CCCC1	-9.3%
CCOC(=O)C1CCN(C(=O)c2sc3ncn(CC(=O)N4CCCCC4)c(=O)c3c2C)CC1	-8.4%
CCc1ccc(CN(C)Cc2c(C(=O)N3CCOCC3)nc3c(C)cccn23)nc1	13.5%
COc1cccc(OC)c1C(=O)N1CCN(Cc2c[nH]c3ccccc23)CC1	-12.0%
O=C(NNC(=S)Nc1cccc(C(F)(F)F)c1)c1ccncc1	18.9%
C#CCN(C[C@@H]1[C@@H](OC(=O)NC2CCCC2)[C@@H](OC(=O)NC2CCCC2)CN(C(=O)OC(C)C)N1C(=O)OC(C)C)S(=O)(=O)c1ccc(C)cc1	-11.3%
CCOC(=O)c1ccc(NC(=O)c2nc[nH]c2C(=O)N(C)CCO)cc1	10.0%
Cc1ccccc1-n1c(SCC(=O)NC2CC2)nc2ccccc2c1=O	14.3%
CCCCN1C(=O)C(CC(=O)NCc2cccs2)CC(C(=O)N(CC)CC)=C1C (centres undefined)	0.8%
COc1ccc(CC(=O)Nc2ccc3c(c2)OC2(CCCC2)O3)c(OC)c1	17.5%
CCCCCC(=O)N1C[C@@H](O)[C@H](n2cc(C3CC3)nn2)C[C@@H]1c1ccccc1	-10.5%
CC(OC(=O)c1cccnc1Cl)C(=O)NC1CCCCC1 (centres undefined)	6.5%
C[C@@H]1CCCCO[C@H](CN(C)C(=O)Nc2cccc3ccccc23)[C@@H](C)CN([C@H](C)CO)C(=O)c2cc(N(C)C)ccc2O1	-12.2%
C[C@@H]1CN([C@@H](C)CO)C(=O)CCCn2nncc2CO[C@@H]1CN(C)C(=O)Nc1ccc(C(C)(C)C)cc1	-3.6%
Cc1cc(Cl)c2oc(C(=O)N3CCOCC3)c(C)c2c1	11.3%

# From PubChem BioAssay
